RNase H inhibition = RNase H inhibition, HIV 1 Gag Pol polyprotein, FRET biochemical assay, screening (AID 372) | HIV-1 RT RNase H, FRET RNA/DNA substrate fluorescence; higher % means a stronger effect | inhibition, % at 10 µM; hits with a dose series show IC50 in µM | 100,000 tested, 0.77% active; in the data active = inhibition above about 50%
Numbers without * were called inactive. Only part of the results is shown (hit frequency here may not be typical).

Structure,RNase H inhibition
COc1ccc2nc(NC(=S)NC(=O)c3ccc(Cl)cc3)sc2c1,15%
C/C=C/C=C(\NC(=O)c1ccccc1)C(=O)O,3%
COc1ccc(OCCOc2ccc(Br)cc2/C=C2\SC(=O)NC2=O)cc1,30%
COc1ccc(NC(=O)C2C3CCC4C(CCC32)C4(Cl)Cl)cc1 (configuration not stated),11%
Cc1cc(/C=C(/C#N)C(=O)Nc2ccc(Cl)cc2)c(C)n1-c1cccc(C(=O)O)c1,15%
CC1=C(C(=O)Nc2ccc(C)cc2)C(c2ccc(F)cc2)NC(=O)N1 (configuration not stated),3%
COc1ccc(C2/C(=C(/O)c3ccc(Cl)cc3)C(=O)C(=O)N2C)c(OC)c1 (configuration not stated),8%
COc1ccc(CCNC(=O)CN(c2cc(C)ccc2OC)S(C)(=O)=O)cc1,9%
Clc1ccccc1CSc1nc2ccccc2o1,6%
Cc1ccc(C(=O)Nc2ccc(N3CCOCC3)c(Cl)c2)cc1C,9%
Cc1ccc(C2=NN(c3ccc(F)cc3F)C(c3cccs3)C2)cc1 (configuration not stated),10%
COC(=O)c1cc2nc(-c3ccc(Br)cc3)cc(C(F)(F)F)n2n1,12%
CCOC(=O)CCCN1C(=O)S/C(=C\c2ccc(OC)cc2)C1=O,0%
NC(=O)c1ccc(NC(=O)c2ccc(F)cc2)cc1,15%
Cc1cc(C)n(C2CC(=O)N(c3ccccc3)C2=O)n1 (configuration not stated),4%
O=Cc1ccccc1OCc1cccc(F)c1,20%
CCOC(=O)C1=C(c2ccccc2)N=C2SCC(=O)N2C1c1ccc2c(c1)OCO2 (configuration not stated),0%
COc1cc2c(cc1OC)CN(Cc1c3ccccc3cc3ccccc13)CC2,13%
COc1ccc(NC(=O)c2ccc([N+](=O)[O-])cc2)cc1OC,5%
O=S(=O)(c1ccccc1)N(CC(O)CN1CCCCC1)c1cccc2ccccc12 (configuration not stated),9%
Clc1ccc(OCCCN2CCOCC2)cc1,3%
COc1cc(C(=O)Nc2ccc(I)cc2)c([N+](=O)[O-])cc1OC,14%
CCOc1cccc(N2C(=O)NC(=O)/C(=C\c3ccc(Sc4ccccc4)o3)C2=O)c1,7%
CC(C)c1ccc(/C=N\Nc2ccccc2[N+](=O)[O-])cc1,6%
CCCCCOC(=O)Nc1ccc(S(=O)(=O)Nc2ccccc2I)cc1,5%
COc1ccc(N(CC(=O)Nc2ccc(Cl)c(C(F)(F)F)c2)S(C)(=O)=O)cc1,7%
Cc1ccc2c(Cl)c(C(=O)Nc3nc(-c4ccccc4)c(C)s3)sc2c1,22%
CCOC(=O)C(CCCCCOc1cccc(Cl)c1)C(=O)OCC,16%
CCCCOc1ccc(NC(=O)COc2ccccc2OC)cc1,5%
Cc1ccc(C)c(N=Cc2c(O)ccc3ccccc23)c1,13%

Structures shown so far with two or more sulfur atoms:
Structure,RNase H inhibition
COc1ccc2nc(NC(=S)NC(=O)c3ccc(Cl)cc3)sc2c1,15%
Cc1ccc2c(Cl)c(C(=O)Nc3nc(-c4ccccc4)c(C)s3)sc2c1,22%

Later entries:
Structure,RNase H inhibition
O=C(N/N=C/c1ccc(O)cc1)C(O)C(O)C(=O)N/N=C/c1ccc(O)cc1 (configuration not stated),12%
C/C(=N\NS(C)(=O)=O)c1ccccc1,0%
CCOc1cc(/C=N/NC(=O)c2cc(C)oc2C)ccc1O,23%
COc1ccccc1N1C(=O)CC(S/C(N)=N/N=C(\C)c2ccc(O)cc2)C1=O (configuration not stated),2%
O=C(O)c1ccc(Nc2nc(-c3ccccc3)cc(=O)o2)cc1,4%
CCOc1ccc2nc(SCc3ccc(Cl)cc3)nc(C)c2c1,14%
CCN(CC)c1ccc(/C=N/NC(=O)c2ccoc2C)cc1,16%
O=C(CO)N/N=C/c1ccccc1F,19%
CCOC(=O)C(CCOCCOc1c(C)cc(C)cc1C)C(=O)OCC,7%
COc1cc(OC)c(OC)cc1CN1CCN(Cc2cccnc2)CC1,5%
Cc1ccc(OCC(=O)Nc2ccc(F)cc2F)c(C)c1,9%
COc1cc(OC)cc(C(=O)N2CCN(C3CCC(c4ccccc4)CC3)CC2)c1 (configuration not stated),21%
COc1ccccc1OCCOc1cc(C)c(C)cc1Br,3%
O=C(CC1(C(F)(F)F)NCCO1)c1cccs1 (configuration not stated),1%
CCCCOC(=O)c1cccc(NC(=O)c2cc3ccccc3oc2=O)c1,12%
COc1ccc(/C=N/N=C2c3ccccc3-c3ccccc32)c(OC)c1,15%
CC(=O)c1ccc(NC(=O)c2cnccn2)cc1,12%
Cn1c(=O)c(Sc2ccccc2)c(Sc2ccccc2)c2ccccc21,43%
O=C(CSc1nc2sc3c(c2c(=O)[nH]1)CCCC3)N1CCCC1,10%
CCCCCCCC(=O)N/N=C/c1ccccc1OC,12%
CCOc1ccc(N2C(=O)CC(Nc3ccc(N4CCOCC4)cc3)C2=O)cc1 (configuration not stated),8%
CCOc1ccc(CN2CCC(C(=O)NC3CCCCCC3)CC2)cc1,21%
COc1cccc2c(=O)c(CN3CCCCC3)c(C)[nH]c12,16%
CC(C)(C)c1ccc(C(=O)Nc2ccccc2Cl)cc1,12%
Cc1ccc(-n2sc3c(c2=S)-c2cc(C)c(C)cc2NC3(C)C)cc1,5%
Cc1c(C(=O)Nc2cccc([N+](=O)[O-])c2)cnn1-c1ccccc1,5%
COc1cc2c(cc1NC(=O)CC(C)=O)oc1ccccc12,4%
CC(=O)NN(c1ccccc1)C1CC(C)N(c2ccccc2)N1C(C)=O (configuration not stated),5%
N#C/C(=C\c1ccc(-c2ccc(Cl)cc2)o1)C(N)=O,0%
COC(=O)c1ccc(C2N(O)C3CCCCC3N2O)cc1 (configuration not stated),15%
Cc1ccc(OCC(=O)N/N=C\c2ccccc2C)cc1,20%
CC(=O)c1cccc(NC(=S)NCc2ccccc2)c1,9%
COc1ccc(NC(=S)NC(=O)c2cc(I)ccc2Cl)c(OC)c1,14%
CCOC(=O)C1=C(C)N=c2s/c(=C/c3ccc(OC)c(OC)c3)c(=O)n2C1c1c(OC)ccc2ccccc12 (configuration not stated),2%
COc1ccc(CN2CCN(C(=O)c3cccc(Cl)c3)CC2)cc1Br,3%
CC1(C)SCC2C(=O)N3C(CSC3(C)C)C(=O)N21 (configuration not stated),0%
COc1ccccc1N(CC(O)CN1CCCCC1)S(=O)(=O)c1ccccc1 (configuration not stated),11%
O=C(O)C12c3ccccc3C(C(=O)O)(c3ccccc31)c1ccccc12,0%
Cc1cccc(NC(=O)c2ccc(N3C(=O)c4ccc(C(=O)Nc5cccc(C)c5)cc4C3=O)cc2)c1,0%
COc1ccc(-c2cc(-c3c(O)c(OC)c4occc4c3OC)[nH]n2)cc1OC,16%
N/C(=N\OC(=O)CCc1ccccc1)c1ccc(Br)cc1,15%
CCn1c(=O)c(-c2nc3ccccc3c(=O)[nH]2)c(O)c2ccccc21,2%
COc1ccccc1N1CCN(C(=O)c2ccc(C)cc2Cl)CC1,17%
Cc1ccc(S(=O)(=O)OCCOS(=O)(=O)c2ccc(C)cc2)cc1,4%
CCC(C)c1c(O)nc(SCC(=O)c2ccccc2)[nH]c1=O (configuration not stated),45%
O=C1C(=O)N(c2nccs2)C(c2ccc(F)cc2)/C1=C(/O)c1ccc(Cl)cc1 (configuration not stated),1%
CC(C)c1nnc(NC(=O)COc2ccc(Br)cc2C(C)(C)C)s1,11%
Br/C(=C\c1ccccc1)C1Nc2cccc3cccc(c23)N1,21%
CCOc1ccc(-c2cc(C(=O)Nc3ccc([N+](=O)[O-])cc3Cl)c3ccccc3n2)cc1,6%
O=C(Nc1ccc(Cl)c(Cl)c1)Nc1nnc(COc2ccccc2Cl)s1,2%
O=C1NC(=O)N(c2ccc(F)cc2)C(=O)/C1=C/C=C/c1ccccc1,10%
COc1cc(C=C2C(=O)NC(=O)NC2=O)cc(Br)c1OCc1c(C)no[n+]1[O-],15%
CCOc1cc(C(=O)NC(=S)Nc2cccc(C)c2)cc(OCC)c1OCC,12%
CCOc1ccc(C(=O)O/N=C(\N)c2ccccn2)cc1,4%
Cc1ccc(C(=O)NC(=S)Nc2ccc(N(C)C)cc2)cc1[N+](=O)[O-],24%
O=C(c1cc([N+](=O)[O-])ccc1F)n1nnc2ccccc21,6%
NC1=NC(=O)/C(=C/c2cccc(Oc3ccccc3)c2)S1,6%
COc1ccc(C2C(C(=O)OCc3ccccc3)=C(C)NC3=C2C(=O)CCC3)cc1OC (configuration not stated),18%
O=[N+]([O-])c1ccc(CSc2nnc(-c3ccco3)o2)cc1,5%
COC(=O)C1=C(C)N(c2ccc(C)c(C)c2)/C(=C\c2ccc(OCC(=O)Nc3ccccc3OC)cc2)C1=O,0%

Another view of some results above.
CC(C)c1nnc(NC(=O)COc2ccc(Br)cc2C(C)(C)C)s1
  RNase H inhibition: 11%

CCOc1ccc(C(=O)O/N=C(\N)c2ccccn2)cc1
  RNase H inhibition: 4%

Going on with the list:
Structure,RNase H inhibition
Cc1sc2nc(-c3ccc(-c4cccc([N+](=O)[O-])c4)o3)[nH]c(=O)c2c1C,1%
COc1ccc(S(=O)(=O)N(CC(=O)Nc2cccc3ccccc23)c2ccc(C)cc2)cc1OC,18%
COc1cc(/C=C2/C(=O)NC(=O)N(c3ccc(C)cc3)C2=O)ccc1OCCOc1ccc([N+](=O)[O-])cc1,6%
CCC1(C)CC(CCNCc2ccc(N(C)C)cc2)(c2ccc(OC)cc2)CCO1 (configuration not stated),14%
Cc1cccc(OCC(=O)NC2CCCC2)c1C,7%
CC(C)n1c(O)c(N=NC(=O)COc2ccc(Cl)cc2[N+](=O)[O-])c2ccccc21,18%
COc1ccc(CN2CCN(C(=O)c3ccccc3OC)CC2)cc1OCc1ccccc1,5%
C=CCn1c(O)c(C=NCCN(CC)CC)c(=O)[nH]c1=S,6%
O=C(Nc1cc(-c2ccc(F)cc2)[nH]n1)c1ccccc1[N+](=O)[O-],7%
O=C(Nc1ccc(I)cc1)c1ccc(CN2CCc3ccccc3C2)cc1,2%
COc1ccc(/C=c2\sc3nnc(-c4ccc(C)cc4)n3c2=O)c(OC)c1,10%
COc1cc(C=C2C(=O)NC(=O)NC2=O)ccc1OCCOc1ccc([N+](=O)[O-])cc1,6%
O=C(Nc1cccc(F)c1)c1cc(S(=O)(=O)N2CCCCC2)ccc1Cl,8%
CC(=O)C1=C(O)C(=O)N(c2ccccn2)C1c1ccc(Cl)cc1 (configuration not stated),6%
CCOC(=O)c1c(-c2ccccc2)oc2ccc(OCC(=O)NN)cc12,21%
Cc1ccc2nc(N3CCCCC3)nc(-c3ccccc3)c2c1,14%
CN1CCN(c2ccc(C(=O)c3ccccc3)cc2[N+](=O)[O-])CC1,10%
CSc1ccc(CN2CCN(C(=O)c3ccccc3F)CC2)cc1,3%
CS(=O)(=O)N(Cc1ccc(C(=O)Nc2ccc(Cl)c(C(F)(F)F)c2)cc1)c1ccccc1,7%
COc1cc(C=Nc2cccc(C)c2)c(O)c([N+](=O)[O-])c1,3%
O=C(c1cc(F)c(F)cc1Cl)N1CCN(c2ccc(Cl)cc2[N+](=O)[O-])CC1,11%
O=C(NCc1ccc(Cl)cc1)c1cc([N+](=O)[O-])ccc1Cl,10%
CCc1ccc(NC(=S)NC(=O)c2ccccc2[N+](=O)[O-])cc1,8%
CC(C)C(C(=O)O)N1C(=O)C2C3C=CC(C4CC34)C2C1=O (configuration not stated),5%
COC(=O)c1cccc(N2C(=O)c3ccc(Oc4cccc(NC(C)=O)c4)cc3C2=O)c1,15%
COc1cc(/C=C2\C(=O)NC(=S)N(c3ccccc3C)C2=O)cc([N+](=O)[O-])c1O,0%
CCOC(=O)c1cccc(NC(=O)c2ccc(NC(C)=O)cc2)c1,10%
Cc1cc(N/N=C/c2ccccc2)nc(-c2ccccc2)n1,6%
CCCOc1cccc(C(=O)Nc2ccc(OC(F)(F)F)cc2)c1,0%
Cc1ccc(/C=C(/C#N)c2nc(-c3cc4ccccc4oc3=O)cs2)s1,3%
COc1ccc(N(C(C)C(=O)Nc2ccc(OC)c(OC)c2)S(C)(=O)=O)cc1 (configuration not stated),1%
CCOc1cc(/C=C2\Sc3ccccc3C2=O)ccc1OC,6%
COc1ccc(NC(=O)CSc2nc(C)cc(C)n2)cc1,6%
CC1CCN(c2cc(N3CCC(C)CC3)c([N+](=O)[O-])cc2/C=C(\C#N)c2nn(-c3ccccc3)c(N)c2C#N)CC1,47%
Clc1cc2c(cc1CSc1nc3ccccc3[nH]1)OCO2,27%
COc1nccc(NCc2ccccc2)c1C#N,5%
CCC(CC)C(=O)Nc1cc([N+](=O)[O-])ccc1C,6%
COc1ccc(-c2nc3c(n2O)CCc2nonc2-3)cc1,0%
O=C1C(Cl)=C(NCCc2ccccc2)C(=O)N1c1ccc(Br)cc1,11%
Cc1ccc(C(C)(C)C)c(OCC(=O)O)c1,6%
CC1=NNC(=O)C1CC(=O)N/N=C/c1ccc(Cl)c(Cl)c1 (configuration not stated),4%
Brc1ccc(Nc2nc(-c3ccncc3)nc3ccccc23)cc1,26%

A different layout for some results above.
> CCC1(C)CC(CCNCc2ccc(N(C)C)cc2)(c2ccc(OC)cc2)CCO1 (configuration not stated)
  RNase H inhibition: 14%
> Cc1cccc(OCC(=O)NC2CCCC2)c1C
  RNase H inhibition: 7%

Three structures already listed, ordered by formula weight, smallest number first:
Structure,RNase H inhibition
CCOC(=O)c1cccc(NC(=O)c2ccc(NC(C)=O)cc2)c1,10%
CCOC(=O)c1c(-c2ccccc2)oc2ccc(OCC(=O)NN)cc12,21%
Cc1ccc(S(=O)(=O)OCCOS(=O)(=O)c2ccc(C)cc2)cc1,4%

Compound activity deposited in PubChem by MTDP.
